Assay outcomes as filed in PubChem BioAssay.
TGFb SMAD3 inh: qHTS for Inhibitors of TGF-b | HepG2 CAGA-GFP TGF-b/SMAD3 reporter, GFP fluorescence, 18 h; TGF-beta stimulated, 500 pg/mL final | Potency, µM (titrated, usually from 46.1 µM), for the others: at the top dose activity, negative = inhibition, usual class: inhibitors | actives 1.2% (n = 410,000) | AID 588855, 2011; further: potency means the concentration at half of the fitted maximal effect; on the % scale 0 is the no-effect control and ±100 the full control effect; nearly all actives have a fitted effect of over 65% in size
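Smad-responsive CAGA-GFP expression was quantified in HEPG2 cells exposed to compounds and 500 pg/mL final TGF-beta for 18 h at 37 degrees C; unstimulated wells defined full inhibition.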
MCF10A rereplic: A quantitative high throughput screen for small molecules that induce DNA re-replication in MCF 10a normal breast cells | MCF 10A DNA re-replication, Hoechst nuclear intensity, 48 h | Potency, µM (top dose mostly 46.1 µM), inactives show at the highest dose activity, positive = re-replication, most hits filed as activators | actives 2.9% (n = 350,000) | AID 624296, 2012; further: potency means the concentration at half of the fitted maximal effect; % of control where 0% means no effect; nearly all actives have a fitted effect of over 50% in size
ATXN2 expr inh: Primary qHTS for Inhibitors of ATXN expression; AID 1745845, 2022; HEK-293 ATXN2-luciferase reporter, luminescence, 24 h; Potency, µM (titrated, usually from 57 µM), for inactives: top-dose activity change, negative = inhibition, actives largely listed as inhibitors; actives 0.72% (n = 360,000); further: potency means the concentration at half of the fitted maximal effect; on the % scale 0 is the no-effect control and ±100 the full control effect; nearly all actives have a fitted effect of over 55% in size
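qHTS (up to 57 uM final) was run with 24 h compound exposure of reporter cells at 37 °C. Each well was multiplexed: SteadyGlo luminescence measured ATXN2-luciferase expression after a fluorogenic Gly-Phe-AFC viability readout (25 uM final).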
ATXN viability: Viability Counterscreen for Primary qHTS for Inhibitors of ATXN expression | S2 cells (HEK-293 line with an ATXN2-luciferase reporter) viability, CellTiter-Fluor protease fluorescence, 24 h | Potency, µM (series often up to 56.7 µM), usual class: cytotoxic | actives 0.49% (n = 400,000) | AID 651635, 2014; further: potency means the concentration at half of the fitted maximal effect; nearly all actives have a fitted effect of over 40% in size
HepG2 viability: qHTS for Inhibitors of TGF-b: Cytotox Counterscreen; Potency, µM (highest dose often 46.1 µM), inactives show top-dose activity change, negative = cytotoxicity, hits mostly cytotoxic; HepG2 CAGA-GFP viability, ATP luminescence, 18 h; actives 0.76% (n = 410,000); AID 588856, 2011; further: potency means the concentration at half of the fitted maximal effect; some results filed as inactive show a strong effect at the top dose
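CellTiter-Glo luminescence gave cytotoxicity after 18 hours at 37 degrees C. The cells were HepG2 CAGA-GFP in 1% FBS DMEM, stimulated with 500 pg/mL TGF-beta after compound addition. %Activity was normalised to no-cell wells (complete cell-killing) and DMSO (no toxicity), and curves were fitted and classified.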
Nrf2 activator: qHTS of Nrf2 Activators. AREc32 ARE-luciferase reporter (MCF7-derived line), luminescence, 24 h. Potency, µM (highest dose often 46.1 µM), for the others: at the highest dose activation, most hits filed as activators. actives 0.31% (n = 410,000). AID 624171, 2012; further: potency means the concentration at half of the fitted maximal effect; % of control where 0% means no effect; nearly all actives have a fitted effect of over 65% in size
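ARE activation measured as luciferase luminescence (Steady-Glo, 30 min RT) in AREc32_Fluc cells after 24 hr compound exposure at 37 deg C, 5% CO2; cells seeded overnight at 1000/well in OPTI-MEM, 5% FBS.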
Nrf2 block: Nrf2 qHTS screen for inhibitors; A549 ARE-Fluc reporter, luciferase luminescence, 18-24 h; AID 504444, 2011; actives 2.1% (n = 360,000); Potency, µM (titrated, usually from 46 µM), for the others: at the highest dose activity change, negative = inhibition, actives largely listed as inhibitors; further: potency means the concentration at half of the fitted maximal effect; on the % scale 0 is the no-effect control and ±100 the full control effect; nearly all actives have a fitted effect of over 60% in size
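In this cell-based qHTS, ARE-driven firefly luciferase in A549 cells reports Nrf2 activity; the luminescent signal after BugLite lysis is the measured value, with a prior CellTiter-Fluor read for cell health.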
A549 viability: Nrf2 qHTS screen for inhibitors: counterscreen for cytotoxicity. A549 ARE-Fluc cells, CellTiter-Fluor viability, 18-24 h. actives 0.16% (n = 390,000). AID 504648, 2011. Potency, µM (highest dose often 46 µM), inactives show at the highest dose activity change, negative = cytotoxicity, hits mostly inhibitors; further: potency means the concentration at half of the fitted maximal effect; on the % scale 0 is the no-effect control and ±100 the full control effect
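A549 ARE_Fluc cells in 5% FBS OPTI-MEM were exposed to compounds in concentration-response for 18-24 h at 37 deg C. Viability was read by CellTiter-Fluor fluorescence (Ex 405/Em 525) after 30 min, before the luciferase read.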
IL1B secr inh: qHTS for Inhibitors of Inflammasome Signaling: IL-1-beta AlphaLISA Primary Screen | THP-1 LPS/ATP IL-1B secretion, AlphaLISA, 16 h; stronger effect = lower value | activity change, % at 57.5 µM | actives 4.7% (n = 360,000) | AID 743279, 2014; in the data active means activity change below about -50%; inconclusive means mostly about -30% to -49%; further: on the % scale 0 is the no-effect control and ±100 the full control effect
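THP-1 cells pretreated 1 hr with compounds (up to 57.5 uM final), then stimulated with LPS (250 ng/mL final) plus ATP (1.25 mM final); secreted IL-1B measured by AlphaLISA after 16 hr, decreased signal indicating inhibition.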
The depositor's hits bear a star; i = inactive; ? = inconclusive; . = not tested or not shown; [ ] = another dose, or the depositor's remark. Unless noted, the call rests on the fitted dose curve; in most records, active means well fitted curve in the direction sought with a large enough effect; inconclusive means small, poorly fitted or top-dose-only effect, or another doubt; inactive means no such curve, though single readings can be large; an effect the other way counts as inactive or inconclusive.

SMILES | TGFb SMAD3 inh | MCF10A rereplic | ATXN2 expr inh | ATXN viability | HepG2 viability | Nrf2 activator | Nrf2 block | A549 viability | IL1B secr inh
O=Cc1cn(CC(=O)N2CCOCC2)c2ccccc12 | 0.3% | 1.0% | -1.9% | i | -1.8% | -0.8% | 6.7% | -4.7% | 24.4
COC(=O)c1cc(NC2c3ncccc3C(=O)N2Cc2ccccc2)cc(C(=O)OC)c1 (stereo unspecified) | 18.4% | ? | -10.8% | i | -10.4% | -0.1% | ? | -22.6% | -8.0
O=C(COc1ccc([N+](=O)[O-])cc1)N(Cc1ccccc1)Cc1ccccc1 | 4.2% | 1.0% | 5.1% | i | 6.1% | 0.9% | -0.3% | 13.6% | -1.1
O=C(/C=C/c1cccc([N+](=O)[O-])c1)NCCSc1ccccc1 | 7.4% | 3.5% | 2.8% | i | -15.9% | 7.7% | -12.3% | 0.4% | -5.2
CCOc1ccc(NC(=O)N2CCC(C(=O)c3ccc(F)cc3)CC2)cc1 | -10.4% | 5.9% | -4.3% | ? | -33.9% | -0.7% | ? | -3.9% | -13.6
COc1ccc(-n2c(=S)[nH]c3cc(C(=O)NCCCN4CCCC4=O)ccc3c2=O)cc1OC | -1.6% | -0.7% | 5.9% | i | 2.2% | -0.8% | 13.9% | -0.2% | 26.0
COc1ccc(/C=C/c2c(-c3cccc(C)c3)oc3ccc(-c4ccc5c(c4)OCO5)cc23)cc1 | -8.4% | ? | -15.4% | i | -35.5% | -0.4% | 29.0% | 4.2% | 2.7
CCCC1CCC(=NNC(=O)OC(C)(C)C)CC1 (stereo unspecified) | 0.8% | 6.4% | 31.4%[activator] | i | -0.5% | -0.1% | ? | 5.4% | 12.2
CCS(=O)(=O)C1=NSC2=NC(=O)/C(=C\c3cc(C)n(-c4cccc(OC)c4)c3C)C(=N)N21 | 0.6% | 5.8µM* | 11.4% | i | -3.6% | -0.1% | 8.6% | 2.6% | 12.6
CC(NC(=O)COc1ccccc1)C(=O)NCc1ccc(S(N)(=O)=O)cc1 (stereo unspecified) | 3.4% | 10.7% | 16.6% | i | -7.0% | -0.1% | 9.2% | 2.4% | 21.6
O=C1CC(c2nc(-c3ccc(Cl)cc3)no2)CN1c1ccc2c(c1)OCCO2 (stereo unspecified) | 11.3% | . | 8.5% | i | -17.1% | 0.5% | -43.9% | -0.9% | .
CC(=O)c1nn(-c2cccc(C)c2)cc1C(=O)c1cccc(Br)c1 | -6.2% | 10.0% | 0.9% | i | 10.8% | -0.1% | -12.1% | -6.0% | 31.7
COc1ccc(CCC(C)NCC2CCCCC2)cc1 (stereo unspecified) | -2.4% | ? | -0.7% | i | -27.9% | 3.2% | 19.7% | 2.4% | -18.4
CC(C)=CCC[C@H](C)CC1Cc2[nH]c(=S)[nH]c(=O)c2C(c2ccc(F)cc2)O1 (stereo partly specified) | 12.6µM* | . | -6.7% | ? | 14.1µM* | -1.2% | . | . | 4.5
COc1ccc(C2/C(=C(/O)c3ccc(Br)cc3)C(=O)C(=O)N2C)cc1OC (stereo unspecified) | 10.0% | -1.2% | . | i | -7.1% | -0.9% | 2.1% | -11.9% | 7.6
CCc1ccc(NC(=O)C(=O)N/N=C(\C)CC(=O)Nc2ccc(OC)cc2)cc1 | -11.8% | 1.1% | . | i | -1.5% | 0.5% | 6.7% | ? | -4.5
Cc1[nH]c2ccc(C(=O)NCC(C)(C)N3CCOCC3)cc2c1C | 4.8% | ? | -11.2% | i | 0.7% | -0.5% | 0.2% | 7.8% | 5.7
CCOC(=O)c1[nH]nc(N)c1NC(=O)c1ccc(Cl)cc1Cl | -7.3% | -0.2% | 7.5% | i | -1.2% | -0.4% | -26.0% | 2.9% | 9.4
CC(=O)c1ccc(OCC(=O)OCc2cc(-c3ccco3)on2)cc1 | -6.7% | -8.4% | -1.6% | ? | 5.6% | 0.2% | 17.9% | -4.2% | -2.1
O=C1COC(c2ccccc2)=CN1Cc1ccccc1 | -6.9% | ? | -7.7% | i | -26.7% | -0.1% | -9.9% | 11.5% | -2.0

Part of the list above, reformatted:
SMILES,TGFb SMAD3 inh,MCF10A rereplic,ATXN2 expr inh,ATXN viability,HepG2 viability,Nrf2 activator,Nrf2 block,A549 viability,IL1B secr inh
CCOC(=O)c1[nH]nc(N)c1NC(=O)c1ccc(Cl)cc1Cl,-7.3%,-0.2%,7.5%,i,-1.2%,-0.4%,-26.0%,2.9%,9.4
CC(=O)c1ccc(OCC(=O)OCc2cc(-c3ccco3)on2)cc1,-6.7%,-8.4%,-1.6%,?,5.6%,0.2%,17.9%,-4.2%,-2.1

Entries above containing a furan ring, fused or not, in the order listed:
SMILES | TGFb SMAD3 inh | MCF10A rereplic | ATXN2 expr inh | ATXN viability | HepG2 viability | Nrf2 activator | Nrf2 block | A549 viability | IL1B secr inh
COc1ccc(/C=C/c2c(-c3cccc(C)c3)oc3ccc(-c4ccc5c(c4)OCO5)cc23)cc1 | -8.4% | ? | -15.4% | i | -35.5% | -0.4% | 29.0% | 4.2% | 2.7
CC(=O)c1ccc(OCC(=O)OCc2cc(-c3ccco3)on2)cc1 | -6.7% | -8.4% | -1.6% | ? | 5.6% | 0.2% | 17.9% | -4.2% | -2.1

Further compounds
SMILES | TGFb SMAD3 inh | MCF10A rereplic | ATXN2 expr inh | ATXN viability | HepG2 viability | Nrf2 activator | Nrf2 block | A549 viability | IL1B secr inh
O=C(COC(=O)c1cc(S(=O)(=O)N2CCCCC2)ccc1N1CCOCC1)NC1CCCCC1 | -6.7% | 10.5% | -1.2% | i | 0.5% | -1.0% | . | -5.2% | -5.9
CCCCCCN1CCN(C2CN(Cc3ccc(C)cc3)S(=O)(=O)C2)CC1 (stereo unspecified) | ? | . | -4.4% | i | -35.4% | -0.8% | . | . | -12.1
COc1ccc(-c2nnn(CC(=O)N(CCCN3CCOCC3)C(C(=O)NC3CCCC3)c3ccc(C)o3)n2)cc1 (stereo unspecified) | 2.4% | ? | -15.4% | i | -4.2% | 0.3% | -3.4% | -8.6% | -13.7
O=C(NCCc1ccccc1)C(c1cccs1)N(C(=O)c1csnn1)C1CC1 (stereo unspecified) | -18.9% | -4.6% | 12.7% | i | -3.4% | 9.6% | 15.5% | -13.1% | -7.8
COc1cc(-c2nc3nc[nH]n3c2Nc2ccc(C(C)C)cc2)ccc1O | -5.8% | . | . | . | -8.2% | 6.6% | -20.9% | -9.5% | .
CC(=O)N1c2ccc(S(=O)(=O)N(C)CC(=O)NC3CCCC3)cc2CC1C (stereo unspecified) | -3.2% | -5.9% | 12.1% | i | -10.8% | -0.2% | 4.7% | -0.5% | 19.5
O=C(O)/C=C/C(=O)NCCc1ccc(Cl)cc1 | 38.4% | 4.8% | 29.4% | i | 46.3% | 0.1% | 5.5% | 5.0% | -4.9
COCCn1c(SCC(=O)Nc2ccc3[nH]c(=O)[nH]c3c2)nc2ccccc2c1=O | 2.6% | 1.4% | 3.3% | i | -8.5% | 0.3% | 8.4% | -5.4% | -8.3
O=C(COC(=O)c1ccc2ncsc2c1)Nc1ncc(Cl)cc1Cl | 14.2% | -4.8% | -18.8% | i | 7.6% | -1.4% | ? | 9.1% | 14.2
CSc1nc2c(c(=O)n1-c1ccc(F)cc1)SCC2 | -2.2% | -3.4% | -6.9% | i | 3.1% | -0.6% | -25.4% | -1.6% | 17.6
COc1ccc(OCc2cc(C(=O)N3CCCC(O)C3)no2)c2ccccc12 (stereo unspecified) | 0.0% | ? | 41.7%[activator] | ? | -30.0% | 9.6% | ? | -0.3% | -0.7
COc1ccc(-c2nc(/C=C3\C(C)=Nc4ccccc43)c(O)o2)cc1 | 6.2% | 11.6% | -11.8% | i | -5.0% | 0.4% | -10.4% | -1.1% | 36.0
COc1ccc(C2CC(c3cccs3)Nc3nnnn32)cc1 (stereo unspecified) | 31.5%[activator] | 0.7% | -17.2% | i | 2.2% | -0.2% | -3.8% | 2.3% | -12.9
CCc1cccc(C)c1NC(=O)CSc1n[nH]c(N)n1 | 2.8% | 10.1% | 3.4% | i | 9.0% | -1.2% | 2.3% | 2.0% | 13.1
Cc1ccccc1-c1nnc(-c2ccccc2)o1 | 0.9% | 11.5% | 128.4%[activator] | i | -21.2% | ? | ? | 13.4% | 21.1
CCC1Oc2ccccc2N(CC(=O)NCCCN2CCCCC2CC)C1=O (stereo unspecified) | 3.1% | -5.5% | -8.7% | i | 0.7% | 0.3% | 11.4% | 1.2% | 1.0
Cn1nnnc1Sc1ncnc2scc(-c3ccc(Cl)cc3)c12 | ? | 8.2% | 14.1µM* | 11.2µM* | -100.9% | -2.0% | ? | ? | .
O=C(NCCc1ccc(Cl)cc1)c1cccn1-c1nnc(N2CCCC2)s1 | ? | . | . | . | -21.8% | 4.5% | 0.0% | -1.1% | .
CC(=O)N(C(C)=O)c1ncc2c([nH]c3ccccc32)c1C#N | -28.1% | -1.3% | -10.1% | i | -30.1% | -0.3% | 8.2µM* | -15.4% | -6.0
CCCCC(O)(CCN1CCOCC1)c1ccc(Cl)cc1 (stereo unspecified) | -5.5% | 1.3% | -1.7% | i | -4.0% | -0.5% | -8.6% | ? | 3.8
COc1ccccc1C(=O)NNC(=O)c1sccc1-n1cccc1 | -7.9% | ? | -14.5% | i | -27.7% | -0.1% | 1.3% | -2.9% | 42.3
Cc1ccc(-c2nc(N3CCCC(C)C3)c3ccccc3n2)cc1 (stereo unspecified) | -5.1% | . | 7.1% | i | 1.3% | -0.8% | 2.7% | 18.1% | .
Nc1nc2n(n1)C(c1cccc(Cl)c1)CC(c1ccc(F)cc1)N2 (stereo unspecified) | 0.7% | -1.7% | -7.8% | i | -0.7% | -0.2% | 1.0% | -12.3% | -15.1
